From PubChem BioAssay
FID counter = fluorescent intercalator displacement, NS3 helicase counter-screen. DNA fluorescent intercalator displacement, fluorescence. inhibition, % at 7.9 µM. 290,000 compounds, 0.17% hits; in the data active means inhibition above about 37%;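 further: 0% = vehicle and 100% = reference compound; higher means more ethidium bromide displaced from hairpin DNA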
CRFR2-BP ag = agonists of human CRF-binding protein/CRF-R2 receptor complex. HEK293 CRF-R2/CRF-BP, calcium dye fluorescence (FLIPR); percent of saturating CRF peptide response. activation, % at 13.2 µM. 350,000 compounds, 0.46% hits. AID 588473;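 active means activation of at least 50%, plus an integration ratio under a set limit after plate pattern correction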;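 further: plate controls were neutral control wells without compound for no effect and CRF at EC100 for full effect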
MEKK3 PB1 HTS = MEKK3-MEK5 PB1 interaction, increase or decrease; binding response (% of control), % at 10 µM; bead-based flow cytometry, Alexa488-MEK5 binding to MEKK3; actives lie on both sides; 0 = blocked by unlabeled MEK5, 100 = vehicle; Q99759; 290,000 compounds, 1.4% hits;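 active means binding response more than 3 SD above or below the average of its plate-row segment, actives on both sides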;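 further: Alexa488 bead fluorescence after subtracting the streptavidin-only scavenger bead signal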
Target sequence (Q99759 whole entry, looked up): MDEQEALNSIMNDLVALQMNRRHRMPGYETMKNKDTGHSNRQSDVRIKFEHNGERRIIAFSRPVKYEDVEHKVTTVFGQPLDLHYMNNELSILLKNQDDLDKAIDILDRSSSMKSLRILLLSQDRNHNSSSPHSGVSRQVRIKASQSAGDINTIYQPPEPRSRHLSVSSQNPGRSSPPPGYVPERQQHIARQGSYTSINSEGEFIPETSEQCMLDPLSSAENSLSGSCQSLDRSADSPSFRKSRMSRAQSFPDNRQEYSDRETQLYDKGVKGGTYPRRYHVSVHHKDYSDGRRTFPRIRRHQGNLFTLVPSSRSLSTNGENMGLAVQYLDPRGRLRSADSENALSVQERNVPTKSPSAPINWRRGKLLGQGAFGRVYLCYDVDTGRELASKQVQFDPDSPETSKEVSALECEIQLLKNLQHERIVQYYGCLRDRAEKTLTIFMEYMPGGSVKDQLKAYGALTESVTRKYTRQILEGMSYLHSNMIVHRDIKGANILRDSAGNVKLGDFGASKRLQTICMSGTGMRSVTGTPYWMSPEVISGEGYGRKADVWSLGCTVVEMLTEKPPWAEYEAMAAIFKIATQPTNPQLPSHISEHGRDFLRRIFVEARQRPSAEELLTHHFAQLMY
MEKK2 mut-MEK5 = signal of MEK5 binding to mutant human MEKK2 PB1 domain. percent response, % at 10 µM. bead flow cytometry, Alexa488-MEK5 binding to MEKK2 mutant. 290,000 compounds, 0.35% hits; in the data active means percent response above about 24%, passing the limit was not always enough; further: inactives centre near 1; some results filed as inactive read as strong as hits; reference of the scale not given here
NS3 helicase inh = HCV NS3 helicase inhibition | NS3 helicase DNA unwinding, Cy5 molecular beacon fluorescence | inhibition, % at 10.9 µM | 290,000 compounds, 0.56% hits | AID 1800;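 active means inhibition above the mean of all tested compounds plus 3 SD, set per campaign, cut at about 35% in these data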;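 further: 0% = DMSO wells and 100% = thioflavine S control wells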
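Assay system: hepatitis C virus NS3 helicase domain fragment enzyme. Also added: annealed dual-labelled DNA beacon duplex, ATP-started. Timing: 1 h reaction at 25 °C, ATP-initiated. Technique: Cy5 fluorescence at 0 and 60 min, beacon hairpin quenching. Evaluation: % inhibition of unwinding. Replication: one well per compound.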
CRFBP-R2 block = blocks CRF-induced signaling of the CRF-BP/CRF-R2 complex; HEK293 CRF-R2/CRF-BP, CRF-induced calcium fluorescence; inhibition, % at 11.8 µM; 350,000 compounds, 0.59% hits; AID 588475;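 active means inhibition of the ligand-induced calcium signal above about 50% at the single tested concentration, limit read from the data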
MEKK2 WT-MEK5 = raises or lowers MEK5 binding to wildtype human MEKK2 PB1 domain; Q9Y2U5; bead flow cytometry, Alexa488-MEK5 binding to MEKK2 WT; actives lie on both sides; binding response (% of control), % at 10 µM; 290,000 compounds, 1.1% hits; in the data active means binding response below about 67% or above about 130%
GalR3 antag = blocks the human galanin receptor 3 | inhibition, % at 3 µM | 360,000 compounds, 0.44% hits | HEK293 GalR3-CNG cAMP membrane potential fluorescence; galR3 body fused to GalR1 C-terminus | O60755;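 active means inhibition above the screen-wide average plus 3 SD, cut at about 13% in these data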;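 further: forskolin and galanin both at EC90 stimulate the cells; cAMP rise reported by CNG channel membrane potential dye signal; 0% = forskolin plus galanin with DMSO and 100% = forskolin alone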
Target sequence (O60755 1-299 limits assumed): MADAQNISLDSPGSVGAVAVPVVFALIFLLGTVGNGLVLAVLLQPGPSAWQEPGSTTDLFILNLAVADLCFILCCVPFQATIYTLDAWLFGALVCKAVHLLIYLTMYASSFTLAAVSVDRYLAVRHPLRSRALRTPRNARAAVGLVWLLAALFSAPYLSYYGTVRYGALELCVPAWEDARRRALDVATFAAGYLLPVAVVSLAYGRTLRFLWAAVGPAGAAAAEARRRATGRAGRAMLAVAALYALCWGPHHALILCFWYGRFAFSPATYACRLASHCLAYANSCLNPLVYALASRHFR
UBC9 SUMO inh = SUMOylation inhibition | AID 2006 | inhibition, % at 35 µM | HTRF SUMOylation assay, SAE1/SAE2 + UBC9, in vitro | 290,000 compounds, 0.36% hits | P63279; in the data active means inhibition above about 50%, passing the limit was not always enough; further: strong numbers were not always called active
Target sequence (P63279 whole entry, looked up): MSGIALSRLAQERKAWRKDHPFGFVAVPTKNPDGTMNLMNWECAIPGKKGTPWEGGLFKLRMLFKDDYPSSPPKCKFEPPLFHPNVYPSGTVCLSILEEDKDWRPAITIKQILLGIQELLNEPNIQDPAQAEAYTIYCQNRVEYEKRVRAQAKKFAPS
Numbers without * were called inactive; x = no result given; [ ] = remark or other dose. The list is partial. The share of hits here may be higher or lower than overall.

Below each compound: FID counter | CRFR2-BP ag | MEKK3 PB1 HTS | MEKK2 mut-MEK5 | NS3 helicase inh | CRFBP-R2 block | MEKK2 WT-MEK5 | GalR3 antag | UBC9 SUMO inh
- Cc1cc(C)cc(NS(=O)(=O)c2ccc(NC(=S)NC(=O)c3ccc(Br)o3)cc2)c1
 : -11 | 1.6 | 106 | 3 | 6 | -24 | 101 | -8 | -26
- CCn1cc(C(=O)N[C@H](C(=O)O)C(C)C)c(=O)c2cc3c(cc21)OCO3
 : -10 | -2.2 | 104 | 9 | 8 | 6 | 108 | -8 | 8
- Cc1cc(C)nc(NNC(=O)c2ccccc2O)n1
 : 0 | -1.2 | 129* | 1 | -13 | 8 | 111 | 3 | 4
- O=C(O)Cc1ccc(NC(=O)c2cccc(NC(=O)c3ccco3)c2)cc1
 : -2 | -1.0 | 104 | 2 | -4 | -12 | 101 | -4 | 10
- Fc1c(F)c(F)c(CSc2nc3ccccc3[nH]2)c(F)c1F
 : -6 | -1.3 | 112 | 3 | -1 | 37 | 103 | -5 | -1
- Cc1ccccc1Oc1ccc(NC(=O)C2CC=CCC2C(=O)O)cc1 (centres undefined)
 : -15 | -0.7 | 103 | 1 | -3 | 0 | 100 | -4 | 9
- COc1ccc(C(CNC(=O)c2cc(F)c(F)c(F)c2F)N2CCOCC2)cc1 (centres undefined)
 : -11 | -4.9 | 97 | -4 | 6 | 3 | 91 | 2 | 12
- O=C(Nc1ccc(C(=O)N2CCOCC2)cc1)c1cccc([N+](=O)[O-])c1
 : -6 | -1.0 | 105 | 9 | -10 | -4 | 106 | -4 | -5
- COc1ccc(C(=O)Cn2c(NCCO)nc3ccccc32)cc1OC
 : 3 | 1.2 | 83 | -3 | -5 | -6 | 99 | 0 | -26
- NS(=O)(=O)c1ccc2nc(NC(=O)CS(=O)(=O)c3ccc(F)cc3)sc2c1
 : -4 | -0.2 | 97 | -5 | 11 | 1 | 99 | -1 | -1
- COc1cccc(C(=O)N2CCN(S(=O)(=O)Cc3ccccc3)CC2)c1
 : -13 | 1.8 | 99 | 1 | 0 | 3 | 98 | -7 | 33
- CCn1ncc(NC(=S)Nc2ccc3c(c2)OCO3)c1C(N)=O
 : 0 | -0.5 | 101 | -3 | -8 | -12 | 97 | -3 | 3
- COC(=O)N/N=C/c1cc(OC)c(O)c([N+](=O)[O-])c1
 : -4 | 1.5 | 98 | -1 | -8 | 8 | 100 | 2 | -6
- S=C1Nc2cc(Cl)ccc2Sc2ccccc21
 : -4 | -0.8 | 105 | 24 | 7 | -10 | 115 | -3 | 9
- O=C(NCCC1=CCCCC1)C(=O)NCc1ccccc1
 : -2 | -1.1 | 108 | -1 | 1 | 1 | 99 | -4 | -6
- Cc1ccc(CCNC(=O)CN2C(=O)COc3ccc(S(=O)(=O)N4CCOCC4)cc32)cc1
 : -36 | -0.6 | 98 | -1 | 2 | 21 | 102 | -9 | 5
- CCO[C@@H]1OC(C(=O)NCc2nc3ccccc3[nH]2)=C[C@H](c2cn(C(C)=O)c3ccccc23)[C@H]1CCCO
 : -21 | 2.7 | 107 | 3 | -7 | -19 | 98 | -4 | -12
- CCc1ccccc1NC(=S)NNC(=O)c1ccccc1Cl
 : -6 | -0.4 | 99 | 1 | -11 | 3 | 100 | 0 | -14
- Cc1ccc(-c2noc(CCCOc3ccc(Cl)cc3Cl)n2)cc1
 : -3 | 4.4 | 105 | 1 | -3 | -7 | 101 | -5 | -7
- COc1ccc(-c2nc(N3CCOCC3)nc3n[nH]c(N)c23)cc1
 : -7 | -1.3 | 98 | 0 | -12 | -13 | 101 | -1 | 22
- Cc1cccc(C2N(c3nccs3)C(=O)C3CCCN32)c1 (centres undefined)
 : 3 | -4.6 | 96 | 0 | 0 | 1 | 97 | -1 | 22
- CC(=O)C1=C(O)C(=O)N(c2ccc(S(=O)(=O)Nc3nccs3)cc2)C1c1ccc([N+](=O)[O-])cc1 (centres undefined)
 : -23 | -1.8 | 57*[inhibitor] | -47 | 11 | 11 | 62*[inhibitor] | -7 | 18
- CCn1cc([N+](=O)[O-])c(C(=O)NCc2ccc3c(c2)OCO3)n1
 : -5 | -0.6 | 106 | 1 | 3 | 4 | 103 | -8 | 1
- Cc1ccc2nc(C)cc(N/N=C/c3ccc(F)cc3)c2c1
 : -5 | -1.0 | 105 | 4 | 7 | -10 | 106 | -5 | -24
- Cc1ccc2nc(NC(=O)c3ccc(Cn4cc(Cl)cn4)o3)sc2c1
 : -5 | -0.6 | 106 | 2 | -12 | 3 | 107 | -2 | 19
- Cc1ccc2cc(CN(Cc3nnnn3Cc3ccco3)CC3CCCO3)c(=O)[nH]c2c1C (centres undefined)
 : -14 | 4.1 | 93 | -5 | 22 | 1 | 96 | -5 | 22
- COc1ccc(Cl)cc1S(=O)(=O)N1CCCC(C(=O)NCCc2ccccc2)C1 (centres undefined)
 : -42 | -0.5 | 94 | 4 | -8 | -7 | 99 | 9 | 1
- O=C(Nc1ccc(CN2CCOCC2)cc1)c1cc2ccccn2n1
 : -2 | 2.6 | 102 | -2 | 8 | 6 | 102 | x | 7
- O=C(NCCc1ccccc1)C(=O)NCC1OCCCN1S(=O)(=O)c1cccs1 (centres undefined)
 : -30 | 0.5 | 94 | -1 | 1 | -3 | 92 | 0 | 1
- Cc1cc(C)c2nc(NNC(=O)c3ccc(S(=O)(=O)N4CCc5ccccc5C4)cc3)sc2c1
 : -18 | 1.9 | 88 | 2 | -2 | -28 | 92 | x | -26

A run of entries taken from the entries so far, as a working copy:
Below each compound: FID counter | CRFR2-BP ag | MEKK3 PB1 HTS | MEKK2 mut-MEK5 | NS3 helicase inh | CRFBP-R2 block | MEKK2 WT-MEK5 | GalR3 antag | UBC9 SUMO inh
- O=C(NCCc1ccccc1)C(=O)NCC1OCCCN1S(=O)(=O)c1cccs1 (centres undefined)
 : -30 | 0.5 | 94 | -1 | 1 | -3 | 92 | 0 | 1
- Cc1cc(C)c2nc(NNC(=O)c3ccc(S(=O)(=O)N4CCc5ccccc5C4)cc3)sc2c1
 : -18 | 1.9 | 88 | 2 | -2 | -28 | 92 | x | -26

Carrying on.
Below each compound: FID counter | CRFR2-BP ag | MEKK3 PB1 HTS | MEKK2 mut-MEK5 | NS3 helicase inh | CRFBP-R2 block | MEKK2 WT-MEK5 | GalR3 antag | UBC9 SUMO inh
- CC(=O)N1CCc2cc(S(=O)(=O)Nc3ccccc3N3CCN(C)CC3)ccc21
 : 17 | 2.3 | 101 | 10 | -7 | 15 | 99 | -3 | 7
- COC(=O)[C@H](CCSC)NC(=O)Nc1cc(C)ccc1C
 : -5 | -1.0 | 92 | -5 | -13 | 20 | 89 | -3 | -2
- Cc1ccc(Cn2c(SCC(=O)N/N=C/c3ccc(C)o3)nc3ccccc32)cc1
 : -24 | 1.4 | 104 | 3 | -3 | 12 | 100 | -2 | 28
- CC(C)Cc1ccc(CN2CCCC(NC(=O)c3cccc(-n4cnnc4)c3)C2)cc1 (centres undefined)
 : 3 | 2.3 | 104 | 14 | -25 | -10 | 124 | 0 | 6
- COc1ccc(OC)c2[nH]c(=O)c(CCNC(=O)c3ccc(S(=O)(=O)N4CCCC4)cc3)cc12
 : -13 | -5.9 | x | x | -1 | 26 | x | -3 | 5
- CCCc1cc(=O)oc2cc(OCC(=O)NC(Cc3ccc(Cl)cc3)C(=O)O)ccc12 (centres undefined)
 : -18 | -1.8 | 104 | 6 | 5 | 5 | 98 | -8 | 10
- Cc1ccc(CNC(=O)c2cc(-c3cc(C)cc(C)c3O)n[nH]2)cc1
 : -13 | 0.8 | 92 | -13 | -15 | -5 | 91 | -8 | -8
- CCc1cc(C(=O)NC2CCCN(Cc3ccccc3F)C2)n(C)n1 (centres undefined)
 : -7 | -1.2 | 101 | 0 | -4 | 4 | 101 | -1 | 2
- O=C(NNc1cccc(Cl)c1)c1cccnc1Cl
 : 4 | -1.7 | 97 | -2 | 4 | 16 | 101 | -8 | 18
- Cn1nccc1C(=O)N1CCN(C23CC4CC(CC(C4)C2)C3)CC1
 : -7 | 2.1 | 97 | 3 | 0 | -4 | 101 | -5 | 0
- Cc1ccc(S(=O)(=O)N2CCC(=O)CC2)cc1
 : -11 | -0.2 | 101 | 7 | 8 | 16 | 106 | -3 | 8
- CCOc1ccccc1N1CCN(C(=O)c2c(C)noc2C)CC1
 : -10 | -0.3 | 101 | 0 | 2 | -21 | 103 | -7 | -14
- O=C(CSc1nnc(-c2cccs2)n1Cc1ccco1)Nc1ccc2c(c1)OCO2
 : -22 | -1.5 | 106 | 4 | -4 | 11 | 99 | -4 | 5
- COc1ccc(OC)c(C(=O)c2coc3ccc(OC(C)=O)cc23)c1
 : -24 | -2.8 | 105 | 1 | -3 | 21 | 105 | -6 | 15
- CCCCNC(=S)N/N=C/c1ccc(C)s1
 : -14 | -3.0 | x | x | -3 | -62 | x | -3 | -9
- COc1ccc(-c2nc(Cn3c(SCc4ccccc4F)nc4ccncc43)c(C)o2)cc1
 : -1 | 8.4 | 107 | 7 | -28 | -1 | 112 | x | -1
- O=C(C1CCC1)N1CCc2cc(S(=O)(=O)NCc3cccnc3)ccc21
 : -3 | -0.3 | 101 | 2 | 4 | -8 | 100 | -5 | -25
- CC1(C)CC(=O)C2=C(C1)Nc1ccccc1N1C(=O)c3ccccc3C21 (centres undefined)
 : -11 | -0.8 | 98 | -3 | -11 | -11 | 94 | 7 | 23
- O=C(NCCNc1ccc(Cl)cc1[N+](=O)[O-])c1ccccc1F
 : -5 | -0.4 | 102 | -1 | 41* | 3 | 102 | -9 | -14
- COC(=O)c1cc(OC)c(OC)cc1-n1cnc2cc(OC)c(OC)cc2c1=O
 : -11 | -1.7 | 82 | -12 | -5 | 2 | 86 | 1 | -4
- Cc1ccc(OCCC(=O)Nc2c(C)n(C)n(-c3ccccc3)c2=O)cc1
 : -8 | 0.0 | 99 | -3 | 3 | 5 | 100 | -1 | -4
- O=C(NCc1cccs1)C1CC(=O)N(c2ccc(F)cc2)C1 (centres undefined)
 : -5 | -1.3 | 98 | 0 | 0 | 10 | 100 | -2 | 17
- O=C1NC(c2ccccc2)=C(c2ccc3ccccc3n2)C(c2ccccc2)N1 (centres undefined)
 : -13 | -0.2 | 94 | -2 | -6 | -15 | 93 | -6 | 3
- Cc1ccc2cccc(OCC(=O)Nc3ccc(N4CCOCC4)cc3)c2n1
 : -21 | 0.8 | 112 | 3 | 3 | -20 | 113 | -5 | 2
- CC(C)C(=O)N1CCN(c2ccc(NC(=O)c3ccc([N+](=O)[O-])o3)cc2Cl)CC1
 : 0 | -0.4 | 100 | 2 | -7 | 4 | 99 | -2 | 4
- CCN(CC)C(=O)c1ccc(S(=O)(=O)Cc2ccc(C)cc2)c([N+](=O)[O-])c1
 : -22 | -1.2 | 107 | 7 | 3 | -4 | 115 | -9 | -8
- CCc1ccc(-c2ccc3nnc(SC)n3n2)cc1
 : -36 | -0.6 | 102 | 3 | -10 | -7 | 108 | 0 | 26
- Cc1ccccc1S(=O)(=O)Cc1ccc(C(=O)NC2CCCCC2C)o1 (centres undefined)
 : -42 | -0.9 | 102 | 0 | -2 | -9 | 97 | 2 | 5
- O=C(Nc1cc(=O)[nH]c2nc(-c3ccccc3)nn12)c1ccccc1Cl
 : -1 | 0.6 | 90 | -21 | 0 | 13 | 95 | 0 | 19
- CCCCN(C(=S)SC)C1CCS(=O)(=O)C1 (centres undefined)
 : -6 | -0.7 | 89 | -4 | 11 | 7 | 98 | -2 | 5
